Screening results: PubChem, several laboratories
Vc quorum ag = inducers of Vibrio cholerae quorum light production without autoinducers, primary screen, BH1578 luxS cqsA deficient, single point; AID 588436, 2011; activation, % at 18.7 µM; V. cholerae BH1578 lux reporter, luminescence, 6 h; 350,000 compounds, 0.16% hits; in the data active = activation mostly above about 9.7%, no sharp cut-off; also: not every result past the cut was called active; inactives centre near 0; reference of the scale not given here
TcdB GH inh = TcdB glycohydrolase inhibitors, primary screen, biochemical, single point, plate reader; Toxin B (Clostridioides difficile), P18177; TcdB glycohydrolase enzymatic assay; inhibition, % at 9.99 µM; 350,000 compounds, 0.24% hits; AID 652162, 2013; in the data active = inhibition above about 10%
Mtb FBA inh = Mtb FBA enzyme inhibitors, primary screen, biochemical, fluorescence, strain H37Rv; 360,000 compounds, 2.3% hits; Fructose-bisphosphate aldolase (Mycobacterium tuberculosis (strain ATCC 25618 / H37Rv)), …; inhibition, % at 1 µM; purified M. tuberculosis FBA, fluorescence read-out; in the data active = inhibition above about 27%;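 also: 0% = vehicle and 100% = reference inhibitor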
Target sequence (P9WQA3 whole entry, looked up): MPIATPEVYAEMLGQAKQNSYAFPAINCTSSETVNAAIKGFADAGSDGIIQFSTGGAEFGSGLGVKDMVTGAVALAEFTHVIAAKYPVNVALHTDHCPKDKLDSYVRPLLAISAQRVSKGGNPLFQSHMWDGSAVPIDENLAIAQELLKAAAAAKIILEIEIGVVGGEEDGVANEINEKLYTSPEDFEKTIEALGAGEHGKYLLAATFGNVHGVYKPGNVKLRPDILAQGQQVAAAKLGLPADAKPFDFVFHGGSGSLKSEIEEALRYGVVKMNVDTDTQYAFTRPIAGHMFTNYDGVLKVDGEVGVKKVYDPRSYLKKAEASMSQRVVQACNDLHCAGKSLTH
PfHsp40 rescue = rescue of yeast from PfHsp40 toxicity, primary screen, S. cerevisiae, ATP luminescence; S. cerevisiae expressing PfHsp40, growth rescue; growth rescue, % at 12.5 µM; 340,000 compounds, 0.68% hits; in the data active = growth rescue above about 28%, passing the limit was not always enough;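 also: yeast W303a lacking pdr1 and pdr3 grown in galactose medium; growth measured after three days at 30 °C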
FadD28 FP inh = inhibitors of FadD28 bisubstrate probe binding, primary screen, biochemical, fluorescence polarization, single point. inhibition, % at 12.5 µM. 360,000 compounds, 0.22% hits. Mycobacterium tuberculosis FadD28 fatty-acid-AMP ligase; in the data active = inhibition above about 8.5%, passing the limit was not always enough
UGM FP inh = M. tuberculosis UGM enzyme inhibitors, primary screen, biochemical, fluorescence polarization, single point. 320,000 compounds, 0.06% hits. UDP-galactopyranose mutase (Mycobacterium tuberculosis (strain ATCC 25618 / H37Rv)), …. inhibition, % at 10 µM. purified UGM, fluorescence polarization probe displacement; in the data active = inhibition above about 10%, passing the limit was not always enough
Target sequence (P9WIQ1 whole entry, looked up): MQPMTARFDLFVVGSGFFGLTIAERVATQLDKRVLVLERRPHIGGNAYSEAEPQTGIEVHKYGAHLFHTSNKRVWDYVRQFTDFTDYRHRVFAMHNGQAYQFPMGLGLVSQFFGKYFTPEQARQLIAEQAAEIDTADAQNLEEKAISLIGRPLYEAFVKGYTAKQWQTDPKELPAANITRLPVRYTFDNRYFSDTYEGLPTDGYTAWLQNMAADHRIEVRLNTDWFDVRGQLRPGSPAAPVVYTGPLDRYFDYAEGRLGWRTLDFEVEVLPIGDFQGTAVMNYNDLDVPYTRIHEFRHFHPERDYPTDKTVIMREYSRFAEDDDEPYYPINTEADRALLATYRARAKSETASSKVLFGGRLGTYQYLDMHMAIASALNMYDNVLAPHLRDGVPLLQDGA
Yp Topo-I inh = Yersinia pestis topoisomerase I inhibitors, primary screen, biochemical, cleavage product accumulation, plate reader, single point; DNA topoisomerase I (Yersinia pestis CO92); AID 504884, 2011; activity, % at 10 µM; 360,000 compounds, 0.064% hits; Y. pestis Topo-I cleavage product accumulation; in the data active = activity above about 50%, passing the limit was not always enough; also: inactives centre near 2
GDH-TPI inh = GDH-TPI coupling enzyme inhibitors, primary screen, artefact control for M. tuberculosis FBA inhibitor project, biochemical, absorbance, full deck. GDH-TPI coupled enzyme counterscreen, NADH absorbance. inhibition, % at 4.8 µM. 360,000 compounds, 1.2% hits; in the data active = inhibition above about 30%;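 also: 0% = DMSO wells and 100% = wells lacking the enzyme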
BioA inh = M. tuberculosis BioA enzyme inhibitors, primary screen, biochemical, plate reader, single point, HTS. purified M. tuberculosis BioA enzyme. inhibition, % at 9.99 µM. 360,000 compounds, 0.096% hits. 7,8-diaminopelargonic acid synthase BioA (Mycobacterium tuberculosis). AID 602481, 2012; in the data active = inhibition above about 40%
The depositor's hits bear a star; i = inactive; x = no result given; & = joins results of further samples.

SMILES	Vc quorum ag	TcdB GH inh	Mtb FBA inh	PfHsp40 rescue	FadD28 FP inh	UGM FP inh	Yp Topo-I inh	GDH-TPI inh	BioA inh
CC(OC(=O)/C=C/c1ccccc1Cl)C(=O)NC1CCCCC1C (configuration not stated)	i	1.5	3	-0.8	-2.5	0.6	10	5	-2.6
O=C1c2ccccc2NC(c2cccnc2)N1c1ccccc1F (configuration not stated)	-0.3	x	71*	-0.7	0.4	3.9	3	1	x
COc1cccc(NC(=S)N(Cc2ccc(Cl)cc2)Cc2ccc(C(=O)O)cc2)c1	0.4	2.7	2	0.5	1.8	0.5	14	1	x
CC(C)c1ccc(NC(=O)CSc2n[nH]c(=O)n2-c2cccnc2)cc1	5.3	1.2	2	1.1	-4.4	-3.3	-12	-3	-0.1
C=CCc1cccc(/C=N/n2cnnc2)c1O	i	x	-5	-1.5	-1.0	1.1	26	6	x
Cc1ccc(-c2ccc(/C=N/c3ncn[nH]3)o2)cc1Cl	x	x	1	-0.8	-2.1	-4.4	-6	16	1.4
C[C@H](CO)N1C[C@H](C)[C@@H](CN(C)C(=O)NC2CCCCC2)Oc2ncc(Br)cc2C1=O	-0.5	0.4&-0.4	-3	x	-2.6	x	4	-6	0.5&-1.3
O=C(Nc1n[nH]c(C(F)(F)F)n1)C1CC1	3.3	1.3	-3	-0.7	1.3	1.5	-7	10	-3.3
CN(C)c1ccc(N=Cc2nc(-c3ccccc3)oc2OC(=O)c2cccc(Cl)c2)cc1	-0.1	x	-2	0.7	0.8	2.1	6	5	x
O=C(Nc1ccccc1-c1ccccc1)c1ccccc1Br	i	-0.6	-3	0.5	-4.0	0.1	-3	-11	-1.2
Cc1ccc(C(C)C)cc1S(=O)(=O)NCc1cccnc1	-3.7	x	-2	-0.4	-0.9	0.3	-2	-2	1.7
O=C(CCNS(=O)(=O)c1ccc2[nH]c(=O)oc2c1)Nc1ccccc1	i	x	3	-1.1	0.4	-2.7	-8	7	-2.6
CCOc1ccccc1OC(=O)CN1C(=O)c2ccccc2C1=O	-1.3	0.5	-2	0.3	-1.7	0.0	5	-2	-0.2
C#CCOCCOCCOCCNc1nc(N2CCN(C(=O)[C@H]([C@@H](C)CC)n3cc(CCCCN)nn3)CC2)nc(N2CCN(C(=O)[C@H](CCCCN)n3cc(CCC(=O)O)nn3)CC2)n1	i	1.0	0	-1.8	-0.7	0.2	-9	-2	0.5
O=C(OCc1cc(=O)n2ccsc2n1)c1ccccc1O	i	1.1	2	-0.8	-1.7	-0.8	12	13	-0.1
CCc1sc(C(=O)NCc2ccccc2)cc1C	-0.2	1.8	1	0.0	-1.7	0.4	-6	11	x
C=CCNC(=S)N/N=C/c1ccc(OCc2ccccc2)cc1	-0.3	0.1	-4	0.7	-3.4	0.1	15	10	0.3
COc1ccc(CCNc2c([N+](=O)[O-])c(=O)oc3ccccc23)cc1OC	-0.4	x	0	-0.7	-3.4	-3.3	13	12	x
O=C1C2C3C=CC(C3=C(c3ccccc3)c3ccccc3)C2C(=O)N1Cc1ccccc1 (configuration not stated)	i	x	0	-0.4	-0.1	-0.3	5	8	x
O=C(Nc1ccc(Cl)cc1Cl)NC1CCCC1	0.0	1.3	1	-0.7	-1.0	-1.7	-5	4	x
CCc1cc2c(=O)n(Cc3ccco3)c(SCC(=O)N(C)C3CCS(=O)(=O)C3)nc2s1 (configuration not stated)	i	2.0	0	-0.6	-5.0	-0.5	21	-1	x
CC1=CC(C)C2C(=O)N(O)C(=O)C2C1 (configuration not stated)	-1.4	x	-3	0.8	-2.3	-0.2	-4	4	-0.9
COc1ccc2c(c1)C(NC(C)=O)CCc1cc(OC)c(OC)c(OC)c1-2 (configuration not stated)	i	2.8	5	-1.5	-1.2	x	1	10	x
CCC(C)[C@H](NC(=O)[C@H](Cc1ccccc1)n1c(=O)[nH]c2ccccc2c1=O)C(=O)N1CCC[C@@H]1C(=O)O (some centres not stated)	-0.4	0.8	6	0.8	-0.3	2.3	1	-1	-0.9
COc1ccccc1N1CCN(/N=C/c2cccc(OC)c2OC)CC1	i	0.1	-1	-0.2	0.7	-1.0	12	-1	-4.5

The closing three compounds of the section above are carried over, then new ones follow:
SMILES	Vc quorum ag	TcdB GH inh	Mtb FBA inh	PfHsp40 rescue	FadD28 FP inh	UGM FP inh	Yp Topo-I inh	GDH-TPI inh	BioA inh
COc1ccc2c(c1)C(NC(C)=O)CCc1cc(OC)c(OC)c(OC)c1-2 (configuration not stated)	i	2.8	5	-1.5	-1.2	x	1	10	x
CCC(C)[C@H](NC(=O)[C@H](Cc1ccccc1)n1c(=O)[nH]c2ccccc2c1=O)C(=O)N1CCC[C@@H]1C(=O)O (some centres not stated)	-0.4	0.8	6	0.8	-0.3	2.3	1	-1	-0.9
COc1ccccc1N1CCN(/N=C/c2cccc(OC)c2OC)CC1	i	0.1	-1	-0.2	0.7	-1.0	12	-1	-4.5
CS(=O)(=O)N(CC(=O)NC1CCCCCC1)Cc1ccc(Cl)cc1	-0.4	x	4	-0.8	0.2	4.6	-8	10	-1.0
CCC(CC)c1nnc(NC(=O)c2ccco2)s1	1.5	2.0	-2	-1.1	0.0	-0.4	5	9	x
O=C(COC(=O)COc1ccc(Br)cc1)NCc1ccc2c(c1)OCO2	-4.3	-0.1	0	-0.4	-0.8	-2.0	13	10	-0.1
COc1ccc(C(=O)C2CCCN(S(=O)(=O)C(C)C)C2)c(C)c1 (configuration not stated)	-0.2	1.9	3	0.0	-2.8	-0.1	6	-2	x
Cc1cccc(-c2noc(CCCC(=O)NC3CCCC3)n2)c1	-0.5	-0.3	-4	-1.3	-3.3	0.4	-3	-1	-0.4
CCC(C)NCCOCCSc1ccc(Cl)cc1 (configuration not stated)	x	x	2	-0.2	-1.0	1.1	9	0	-1.7
Clc1ccc(CN2CCCCCC2)cc1Cl	i	0.2	4	-1.5	-0.4	2.5	-9	2	-0.4
O=C(O)COCC(=O)N1CCN(C2c3ccccc3-c3ccccc32)CC1	-0.3	1.6	0	0.0	0.1	-1.0	3	-2	x
O=C1CCCC2=C1C(c1ccsc1)CC(=O)N2c1ccccc1 (configuration not stated)	i	x	-2	0.4	-2.8	-0.8	4	5	0.5
O=C1CC(O)(C(F)(F)F)Oc2c1ccc1ccccc21 (configuration not stated)	i	0.3	12	54*	-2.1	0.6	-1	2	-0.3
COc1ccccc1NS(=O)(=O)c1cc(NC(=O)C(C)(C)C)ccc1N1CCOCC1	i	2.7	-1	0.1	-3.9	-0.8	8	0	x
CN(CC(=O)N1CCN(c2ccccn2)CC1)S(=O)(=O)c1ccccc1	-0.9	x	10	0.3	-1.9	-2.1	-3	2	1.9
Cc1cc(O)c2c(c1)C(=O)c1cc(O)cc(O)c1C2=O	i	0.0	-2	-0.4	1.7	0.3	-17	5	5.7
CCCc1c(C(=O)N/N=C/c2ccc(OCc3ccc(F)cc3)cc2)nnn1-c1nonc1N	-0.3	0.4	-2	x	-1.1	x	0	-8	-0.4
CCCCCCN1C[C@H](O)[C@@H](n2cc(COC(=O)c3ccccc3)nn2)C[C@@H]1c1ccccc1	-2.1	1.0	-1	x	-2.6	x	26	-7	-1.5
CCCC(=O)N1CCC1(C)C(=O)NS(=O)(=O)c1cc2c(cc1C)CCCS2(=O)=O (configuration not stated)	-0.4	0.5	-1	x	-2.6	x	3	-5	-0.3
N#CCCN(C(=O)COC(=O)c1ccc(CNS(=O)(=O)c2ccc(F)c(Cl)c2)cc1)c1ccc(F)cc1	-0.2	x	0	0.2	-3.9	2.1	22	-6	x
CCOC(=O)[C@H]1[C@H]2COc3ccc(C)cc3[C@@H]2N2C(=O)CN(Cc3ccc(OC)cc3)C(=O)[C@@]12C	i	1.0	0	13	-4.6	2.2	18	6	0.8
CSc1ncccc1C(=O)OC(C)C(=O)Nc1ccc2c(c1)OCCO2 (configuration not stated)	-0.3	-2.7	0	x	-2.0	x	-4	7	-0.2
CCc1ccc(N2CC(C(=O)NCCC3=CCCCC3)CC2=O)cc1 (configuration not stated)	-0.4	-0.1	-1	1.1	-7.3	-0.9	17	-10	-1.4
Cc1ccc(C)c(OC(=O)c2cccc(S(=O)(=O)N3CCN(C)CC3)c2)c1	i	2.2	0	-1.9	-0.9	-3.9	16	-1	1.3
Cc1ccc(C(=O)CC2(O)C(=O)N(Cc3ccc4c(c3)OCO4)c3ccccc32)cc1 (configuration not stated)	-1.5	x	2	0.3	-1.1	-0.2	25	-1	-8.5
NC(=O)c1nsc(C(=O)N(c2ccccc2)C(C(=O)NC2CCCC2)c2ccncc2)c1N (configuration not stated)	-0.2	1.4	16	0.9	1.1	0.8	-6	14	-3.7
CC(C)CNC(=S)N1CCC(c2nc(-c3ccc(F)cc3)no2)CC1	i	1.0	-2	0.0	-0.6	-1.3	-9	13	-0.2
CCOC(=O)C1=C(N)Oc2c(oc(CO)cc2=O)C1c1ccc(F)cc1 (configuration not stated)	-0.7	x	0	-1.6	-1.6	5.4	-4	7	-0.4

Entries of single compounds, quoted from the list. Screens in order: Vc quorum ag | TcdB GH inh | Mtb FBA inh | PfHsp40 rescue | FadD28 FP inh | UGM FP inh | Yp Topo-I inh | GDH-TPI inh | BioA inh
`O=C1CCCC2=C1C(c1ccsc1)CC(=O)N2c1ccccc1` (configuration not stated) is listed with i | x | -2 | 0.4 | -2.8 | -0.8 | 4 | 5 | 0.5
`CCCCCCN1C[C@H](O)[C@@H](n2cc(COC(=O)c3ccccc3)nn2)C[C@@H]1c1ccccc1` is listed with -2.1 | 1.0 | -1 | x | -2.6 | x | 26 | -7 | -1.5
`O=C1CC(O)(C(F)(F)F)Oc2c1ccc1ccccc21` (configuration not stated) is listed with i | 0.3 | 12 | 54* | -2.1 | 0.6 | -1 | 2 | -0.3

2 compounds from above, reduced to Yp Topo-I inh:
Compound	Yp Topo-I inh
CCc1ccc(N2CC(C(=O)NCCC3=CCCCC3)CC2=O)cc1 (configuration not stated)	17
Cc1ccc(C)c(OC(=O)c2cccc(S(=O)(=O)N3CCN(C)CC3)c2)c1	16

(next part)
SMILES	Vc quorum ag	TcdB GH inh	Mtb FBA inh	PfHsp40 rescue	FadD28 FP inh	UGM FP inh	Yp Topo-I inh	GDH-TPI inh	BioA inh
COc1cc(C(C)=O)ccc1OCC(=O)NCC(c1ccc(F)cc1)N1CCOCC1 (configuration not stated)	i	1.2	2	-0.9	0.8	-0.7	0	4	1.1
CN(C)CCCNC(=O)/C=C/c1ccc2c(c1)OCO2	-0.4	x	8	-1.9	-4.9	1.8	5	21	-0.1
COc1cccc(CNC(=O)CCS(=O)(=O)c2cccc3nonc23)c1	-0.4	x	0	0.0	-1.3	-2.7	-2	16	1.3
CCn1c(=S)[nH]c2cc(C(=O)OC)ccc2c1=O	i	x	-6	-1.6	-0.7	2.2	1	6	-1.3
O=C(OCC(=O)N1CCOCC1)c1ccccc1OCc1ccccc1Cl	-0.4	0.4	1	0.6	-1.9	-0.4	30	-3	2.6
CCCc1nc2c(=O)n(C)c(=O)[nH]c2n1C	i	x	8	0.6	-1.2	0.8	-2	4	x
COc1ccccc1N1CC(C(=O)Nc2ccc(S(=O)(=O)N3CCOCC3)cc2)CC1=O (configuration not stated)	x	x	6	2.3	-1.1	0.7	19	4	-0.6
CCN1CCCC1CNC(=O)c1cc2c(C)nc3ccccc3c2o1 (configuration not stated)	-1.4	x	12	0.0	-3.1	2.7	4	2	-2.4
